Screens as filed in PubChem.
TbPYK inhibitor: blocks Trypanosoma brucei pyruvate kinase | Q57TT1 | hit rate 0.12% among 410,000 | TbPYK enzyme, Kinase-Glo Plus ATP luminescence, 45 min | Potency, µM (highest dose often 76.8 µM), for the others: at the highest dose activity, negative = inhibition, usual class: inhibitors; also: potency is read from the fitted curve at half-maximal effect; % is scaled to controls: 0 for no effect and ±100 for the full control effect; nearly all actives have a fitted effect of over 50% in size
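Glycolytic pyruvate kinase of T. brucei was incubated with substrate, test compound and 130 uM ADP for 45 minutes at room temperature. Luminescent Kinase-Glo Plus signal was measured after 10 minutes.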
AMA1 RON2 block: inhibitors of Plasmodium falciparum AMA1-RON2 interaction; AlphaScreen AMA1-biotinylated RON2 peptide binding; Potency, µM (highest dose often 58.2 µM), without a hit: at the top dose activity change, negative = inhibition, usual class: inhibitors; hit rate 0.2% among 360,000; AID 720542;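 also: potency is read from the fitted curve at half-maximal effect; 0% = vehicle wells and -100% = peptide control; nearly all actives have a fitted effect of over 45% in size; some results filed as inactive show a strong effect at the top dose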
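AMA1 (3D7) with his tag at 25 nM final met compounds first, then biotinylated RON2 peptide at 25 nM; detection used donor plus acceptor beads, 10 µg/mL apiece, read by AlphaScreen after 30 min at room temperature.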
Shiga toxin inh: Shiga toxin inhibition. Vero cells, Shiga toxin protein synthesis inhibition reporter. AID 2315. hit rate 9.2% among 290,000. inhibition, % at 38.7 µM; in the data active = inhibition mostly above about 28%, no sharp cut-off; inactive = mostly below about 43%; also: 0% is about no effect
CHX counter: counter-screen for Shiga toxin inhibitors: cycloheximide protein synthesis inhibition | cell reporter, cycloheximide protein synthesis inhibition counterscreen | max response, % | hit rate 12% among 300,000; in the data active = max response mostly above about 13%, no sharp cut-off; inactive = mostly below about 14%; also: read at 38.3 µM for the half of the compounds with a filed dose; 0% is about no effect
Pf growth 96h: inhibits malaria parasite growth, 96 h. P. falciparum luciferase reporter growth, 96 h. Potency, µM (highest dose often 28.7 µM), without a hit: at the highest dose activity change, negative = inhibition, hits mostly inhibitors. hit rate 6.9% among 320,000. AID 504834; also: potency is read from the fitted curve at half-maximal effect; % is scaled to controls: 0 for no effect and ±100 for the full control effect
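Two parasite generations (96 h, 37 C, 5% CO2) of compound exposure in infected erythrocytes (0.05% parasitemia, 2% hematocrit). Luciferase-reporter P. falciparum; decreased luminescence indicates inhibited growth, aimed at apicoplast-acting delayed death.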
Pf growth 48h: P. falciparum growth inhibition at 48 hours (one generation) | P. falciparum luciferase growth in erythrocytes, 48 h | Potency, µM (series often up to 28.7 µM), for the others: top-dose activity change, negative = inhibition, actives largely listed as inhibitors | hit rate 5.9% among 310,000 | AID 504832; also: potency is read from the fitted curve at half-maximal effect; % is scaled to controls: 0 for no effect and ±100 for the full control effect
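Parasite viability was followed by luminescence of a genomically integrated firefly luciferase. Cultures held 0.1% parasitemia at 2% hematocrit (final), incubated under 5% CO2 at 37 C.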
LmPK inh: blocks Leishmania mexicana pyruvate kinase activity. Q27686. hit rate 0.37% among 290,000. purified LmPK, Kinase-Glo ATP luminescence, 1 h. Potency, µM (highest dose often 57.5 µM), for the others: at the top dose activity change, negative = inhibition, actives largely listed as inhibitors; also: potency is read from the fitted curve at half-maximal effect; % is scaled to controls: 0 for no effect and ±100 for the full control effect
Target sequence (Q27686 whole entry, looked up): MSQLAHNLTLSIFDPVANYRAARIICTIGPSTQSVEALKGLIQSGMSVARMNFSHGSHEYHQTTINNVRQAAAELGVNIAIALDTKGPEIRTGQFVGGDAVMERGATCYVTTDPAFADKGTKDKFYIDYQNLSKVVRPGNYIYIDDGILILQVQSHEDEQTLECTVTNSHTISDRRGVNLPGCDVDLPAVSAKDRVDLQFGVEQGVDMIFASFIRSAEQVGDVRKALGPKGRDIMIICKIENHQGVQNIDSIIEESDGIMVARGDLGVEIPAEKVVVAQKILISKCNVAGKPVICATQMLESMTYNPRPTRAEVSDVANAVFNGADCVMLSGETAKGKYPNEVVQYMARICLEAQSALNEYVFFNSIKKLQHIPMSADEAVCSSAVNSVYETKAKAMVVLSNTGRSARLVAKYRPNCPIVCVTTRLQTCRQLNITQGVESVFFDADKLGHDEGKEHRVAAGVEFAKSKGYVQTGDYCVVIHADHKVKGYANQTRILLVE
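Screened at intermediate enzyme activity to detect both inhibitors and activators: LmPK at 0.1 nM, with a 0.5 nM enzyme column as activation reference. PEP 0.5 mM, ADP 0.1 mM; ATP detected by luminescence after 1 h.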
Numbers without * were called inactive; ? = inconclusive; · = no result given; & = joins results of further samples; [ ] = another dose, or the depositor's remark. Unless noted, calls follow the shape of the dose curve; as a rule, active = well fitted curve in the direction sought with a large enough effect; inconclusive = small, poorly fitted or top-dose-only effect, or another doubt; inactive = no such curve, though single readings can be large; an effect the other way counts as inactive or inconclusive.

compound | TbPYK inhibitor | AMA1 RON2 block | Shiga toxin inh | CHX counter | Pf growth 96h | Pf growth 48h | LmPK inh
Cc1[nH]c2ccccc2c1/C=N/NC(=O)C1CC1(c1ccccc1)c1ccccc1 (centres undefined) | -2% | -17% | -8 | -4 | 452%[activator] | ? | -2%
Cc1ccc(C(=O)NCC(=O)OC(C)C(=O)Nc2ccc(N(C)C)cc2)s1 (centres undefined) | -14% | 0% | 7 | 11 | 34% | 17% | 2%
O=C(Nc1ccc(-n2ccc(C(F)(F)F)n2)cc1)Nc1cccc(Cl)c1 | · | · | 50* | 31* | ? | ? | 7%
COc1ccc(OCc2nc(N)nc(Nc3cccc(C)c3C)n2)cc1 | 3% | 1% | -6 | -1 | · | · | 2%
O=C1CC(c2ccccc2)n2nc(NC(=O)c3cccnc3)nc2N1 (centres undefined) | · | · | 10 | -4 | · | 26% | -5%
Cc1cc(-c2cc(-c3ccc(Cl)cc3)on2)nc(NCC2CC2)n1 | -1% | -2% | -2 | -4 | 33%[activator] | 31%[activator] | -1%
CCCOc1ccc(N2C(=O)CC(N3CCC(C(=O)OCC)CC3)C2=O)cc1 (centres undefined) | 3% | 3% | -1 | -3 | -22% | 9% | 7%
O=C1NC(CCc2ccccc2)C(=O)N1Cc1ccccc1Cl (centres undefined) | 1% | 1% | -13 | -8 | -22% | 14% | 5%
CCN(CC)CCN(C(=O)c1ccc2c(c1)CCCC2)c1nc2ccc(C)cc2s1 | -22% | -13% | 32 | 20* | ? | 13µM* | 1%
Cn1c(N)c(C(=O)Nc2ccc(-c3ccccc3)cc2)sc1=S | ? | -18% | 10 | 1 | -9% | -30% | -3%
CN(CC(=O)Nc1ccc(F)c(F)c1F)C(=O)CCc1nc2sc3c(c2c(=O)[nH]1)CCCC3 | -7% | -7% | · | · | -3% | 2% | ·
CC1CCN(c2ccc(-c3cccc(NC(=O)C(F)(F)F)c3)nn2)CC1 | -9% | 16% | -27 | -16 | -12% | -42% | -2%
Cc1ccccc1-c1nc(-c2cccnc2)no1 | -3% | 26% | 83* | 28* | ? | 198%[activator] | -23%
Cc1ccsc1C(=O)N1CC=C(c2ccccc2)CC1 | -8% | 1% | · | · | -24% | ? | ·
COc1ccc(-c2cccc(NS(=O)(=O)c3cc([N+](=O)[O-])ccc3Cl)c2)nn1 | 2% | 6% | · | · | 0% | -26% | ·
Cc1cc(C(=O)O)c(C)n1Cc1ccncc1 | 2% | -9% | -4 | -1 | ? | 6% | 3%
Cc1c(C(=O)Nc2cc(S(=O)(=O)N3CCOCC3)ccc2N2CCOCC2)oc2ccccc12 | -2% | -7% | -10 | -2 | ? | 10µM* | 0%
CC(C)CN(C(=O)C1CC1)c1c(N)n(Cc2ccccc2)c(=O)[nH]c1=O | 2% | 6% | · | · | 22% | -7% | ·
CC1=C(/C=C/C(C)=C/C=C/C(C)=C/C(=O)O)C(C)(C)CCC1 | -10%&-1% | 12% | 38 | 11 | 21%&-5% | ? | -7%
CCCOc1ccc(Cn2ccnc2)cc1[N+](=O)[O-] | 9% | 6% | -9 | 7 | 0% | -19% | -9%
Cc1ccc(S(=O)(=O)CCc2nnc(NC(=O)c3ccccn3)s2)cc1 | 3% | ? | 6 | 8 | 21% | -30% | -1%
O=C(OCCCC(=O)N1CCOCC1)c1ccccc1 | -2% | 0% | 15 | 3 | 40%[activator] | 43%[activator] | -5%
Cc1cc(NC(=O)CCSc2ccccc2)no1 | -15% | 0% | 36* | 24* | 33%[activator] | 29% | 2%
CC(C)CC(C(=O)O)N1C(=O)C2C3C=CC(C2C1=O)C1C(=O)N(C(CC(C)C)C(=O)O)C(=O)C31 (centres undefined) | 0% | -10% | -3 | -11 | 2% | 18% | 0%
COc1ccc(C(=O)COc2ccc(NC(C)=O)cc2)cc1 | -7% | -5% | 9 | -3 | · | 19% | 1%
COc1ccc(S(=O)(=O)N2CCCCCC2)cc1N(C)S(=O)(=O)c1ccc(C)cc1 | 4% | -14% | 2 | -3 | 10µM* | -19% | 2%
COc1ccc(OC)c(Nc2nc(C3CC3)nc3c2nnn3Cc2ccccc2)c1 | 1% | 6% | -7 | -3 | ? | ? | 0%
O=C(Nc1ccccc1)O/N=C(\c1ccccc1)c1ccccn1 | -15% | 31%[activator] | 17 | 9 | 100%[activator] | ? | -2%
CCOCCCNC(=O)C(c1ccc(C)cc1)N(Cc1ccc2c(c1)OCO2)C(=O)CNC(C)=O (centres undefined) | -4% | -2% | -5 | 1 | -10% | ? | 2%
Cc1cccc(C(=O)Nc2ncc(CN3CCOCC3)s2)c1 | 2% | 3% | -25 | 11 | · | 0% | -5%

2 entries from above in another layout:
molecule: Cc1cc(-c2cc(-c3ccc(Cl)cc3)on2)nc(NCC2CC2)n1
  TbPYK inhibitor: -1%; AMA1 RON2 block: -2%; Shiga toxin inh: -2; CHX counter: -4; Pf growth 96h: 33%[activator]; Pf growth 48h: 31%[activator]; LmPK inh: -1%

molecule: Cc1ccsc1C(=O)N1CC=C(c2ccccc2)CC1
  TbPYK inhibitor: -8%; AMA1 RON2 block: 1%; Shiga toxin inh: ·; CHX counter: ·; Pf growth 96h: -24%; Pf growth 48h: ?; LmPK inh: ·

Continuation:
smiles	TbPYK inhibitor	AMA1 RON2 block	Shiga toxin inh	CHX counter	Pf growth 96h	Pf growth 48h	LmPK inh
CCOC(=O)C(CC)(CCC(=O)O)c1csc(Nc2ccc(C)cc2)n1 (centres undefined)	25%	-10%	-3	0	0%	20%	9%
S=C(NCCc1ccccc1)NC1CC2CCC(C1)N2Cc1ccccc1 (centres undefined)	-8%	-4%	12	-4	-27%	?	0%
Clc1ccc(-c2nnc(-c3ccccc3Cl)o2)cc1	2%	-23%	115*	46*	-23%	81%[activator]	-17%
CC(C(N)=O)N1CC(c2ccccc2)CC1=O (centres undefined)	-10%	6%	-23	1	3%	9%	-4%
CC1Cc2ccccc2N1C(=O)c1cc2sccc2n1Cc1ccccc1 (centres undefined)	-13%	1%	30	10	·	12µM*	5%
Cn1c(Cc2nc(-c3cnccn3)no2)nnc1SCC(=O)Nc1ccccc1	2%	4%	-11	12	?	-2%	0%
CN1CCN(C(=O)c2cnn3c(C(F)(F)F)cc(-c4cccs4)nc23)CC1	1%	-5%[11.6 µM]	-9	-3	?	-14%	4%
O=C(Cc1c(Cl)cccc1Cl)N1CCN(S(=O)(=O)c2cccs2)CC1	-7%	-7%	·	·	?	?	·
CC(C)c1ccc(N(CC(=O)NC2CCCCC2)C(=O)CCC(=O)Nc2ccccn2)cc1	-3%	15%	22	-3	25%	?	-2%
CN(C)C=Nc1nonc1-c1ncn[nH]1	-21%	18%	30	-2	?	5%	-1%
Cc1ccc(NC(=S)NCCc2ccccc2)c(C)c1	1%	0%	40	17*	5%	?	1%
Cc1cc2oc(C(=O)N(Cc3ccco3)C3CCS(=O)(=O)C3)cc(=O)c2cc1Cl (centres undefined)	0%	4%	12	-1	-16%	-12%	5%
CCc1ccc(CN(C)C(=O)c2cc(S(=O)(=O)N3CCN(CC)CC3)ccc2Cl)cc1	4%	-3%	·	·	?	-18%	·
CN(CC(=O)Nc1ccccc1Cl)C(=O)CN1C(=O)C2CCCCC2C1=O (centres undefined)	1%	-4%	·	·	18%	23%	·
O=S(=O)(NCCc1cn2ccccc2n1)c1cccs1	-3%	-1%	15	20*	31%[activator]	17%	-3%
O=C(CSc1nnnn1-c1ccc(Cl)cc1)Nc1cccnc1Cl	5%	27%	7	0	34%	6%	-2%
Cc1ccc(CNC(=O)CSc2c3c(nc4ccc(Cl)cc24)CCCC3)o1	-3%	5%	24	12	?	·	0%
COc1ccc(-c2cc(C(F)(F)F)c(C#N)c(SCC(=O)Nc3ccc(C)cc3)n2)cc1	2%	-4%	-4	23	·	47%[activator]	-5%
COc1cccc(N2CCN(C(=O)c3ccc(N4C(=O)NC5CC4(C)Oc4ccccc45)cc3)CC2)c1 (centres undefined)	2%	-11%	-12	-2	0%	-4%	5%
COC(=O)C1=C(CSc2nncn2C)NC(=O)NC1c1cc(C)ccc1C (centres undefined)	-9%	6%	-13	-2	0%	7%	-4%
CCC(C)OC(=O)c1[nH]c2c(c1C)C(=O)CC(c1ccc(N(C)C)cc1)C2 (centres undefined)	-1%	-15%	57*	41*	4%	?	-4%
O=C(c1cc2ccccc2o1)N1CCC(N2CCC(C(=O)N3CCCC3)CC2)CC1	3%	-15%	2	12	19%	12%	-3%
NC(=O)c1ccc(-n2nnnc2SCc2ccccc2)cc1	1%	17%	3	6	-2%	1%	0%
NS(=O)(=O)c1ccc(NC(=O)/C=C/c2ccccc2[N+](=O)[O-])cc1	4%	4%	22	-3	-19%	-26%	0%
COc1ccc(C(=O)Nc2ccc(SC(F)F)cc2)cc1	-9%	-5%	98*	49*	193%[activator]	313%[activator]	0%
COc1cc(OC)cc(-n2nnnc2SCC(=O)NCc2cccs2)c1	-4%	3%	2	5	30%	17%	1%
Cc1cc(C(=O)OCC(=O)NC2CCS(=O)(=O)C2)c(C)n1-c1ccccc1 (centres undefined)	-4%	10%	6	8	·	?	3%
CC1CCc2nc(NC(=O)C3COc4ccccc4O3)sc2C1 (centres undefined)	0%	-10%	11	19	180%[activator]	52%[activator]	-8%
Cc1cccc(NC(=O)CSc2nc(N)c(NC(=O)c3cccs3)c(=O)[nH]2)c1	6%	0%	-13	-2	7%	20%	2%
O=C(Nc1ccc(F)cc1)Nc1nnc(-c2ccco2)s1	4%	-29%	112*	53*	16%	18%	-5%
CC(O)CNc1nc2c(c(=O)n(C)c(=O)n2C)n1C/C=C/c1ccccc1 (centres undefined)	20%	-6%	-5	-3	11%[5.75 µM]	-16%	4%

Reformatted field by field: entries from further up
> CC(C)CN(C(=O)C1CC1)c1c(N)n(Cc2ccccc2)c(=O)[nH]c1=O
  TbPYK inhibitor: 2%
  AMA1 RON2 block: 6%
  Shiga toxin inh: ·
  CHX counter: ·
  Pf growth 96h: 22%
  Pf growth 48h: -7%
  LmPK inh: ·

> CC1=C(/C=C/C(C)=C/C=C/C(C)=C/C(=O)O)C(C)(C)CCC1
  TbPYK inhibitor: -10%&-1%
  AMA1 RON2 block: 12%
  Shiga toxin inh: 38
  CHX counter: 11
  Pf growth 96h: 21%&-5%
  Pf growth 48h: ?
  LmPK inh: -7%

> CCCOc1ccc(Cn2ccnc2)cc1[N+](=O)[O-]
  TbPYK inhibitor: 9%
  AMA1 RON2 block: 6%
  Shiga toxin inh: -9
  CHX counter: 7
  Pf growth 96h: 0%
  Pf growth 48h: -19%
  LmPK inh: -9%
